PrPC surface inh: reduces human prion protein on the cell surface. 370,000 compounds, 0.43% hits. inhibition, % at 13.8 µM. P04156. cell surface PrPC, TR-FRET read-out; in the data active = inhibition above about 24%; also: 0% = median of the test wells and 100% = reference compound wells
Anthrax LF inh2: inhibitors of Bacillus anthracis lethal factor protease | P15917 | multiplex microsphere protease cleavage assay, LF | inhibition, % at 10 µM | 360,000 compounds, 0.12% hits | AID 588501; also: plate controls were buffer without enzyme for full effect and enzyme alone for no effect
Target sequence (P15917 whole entry, looked up): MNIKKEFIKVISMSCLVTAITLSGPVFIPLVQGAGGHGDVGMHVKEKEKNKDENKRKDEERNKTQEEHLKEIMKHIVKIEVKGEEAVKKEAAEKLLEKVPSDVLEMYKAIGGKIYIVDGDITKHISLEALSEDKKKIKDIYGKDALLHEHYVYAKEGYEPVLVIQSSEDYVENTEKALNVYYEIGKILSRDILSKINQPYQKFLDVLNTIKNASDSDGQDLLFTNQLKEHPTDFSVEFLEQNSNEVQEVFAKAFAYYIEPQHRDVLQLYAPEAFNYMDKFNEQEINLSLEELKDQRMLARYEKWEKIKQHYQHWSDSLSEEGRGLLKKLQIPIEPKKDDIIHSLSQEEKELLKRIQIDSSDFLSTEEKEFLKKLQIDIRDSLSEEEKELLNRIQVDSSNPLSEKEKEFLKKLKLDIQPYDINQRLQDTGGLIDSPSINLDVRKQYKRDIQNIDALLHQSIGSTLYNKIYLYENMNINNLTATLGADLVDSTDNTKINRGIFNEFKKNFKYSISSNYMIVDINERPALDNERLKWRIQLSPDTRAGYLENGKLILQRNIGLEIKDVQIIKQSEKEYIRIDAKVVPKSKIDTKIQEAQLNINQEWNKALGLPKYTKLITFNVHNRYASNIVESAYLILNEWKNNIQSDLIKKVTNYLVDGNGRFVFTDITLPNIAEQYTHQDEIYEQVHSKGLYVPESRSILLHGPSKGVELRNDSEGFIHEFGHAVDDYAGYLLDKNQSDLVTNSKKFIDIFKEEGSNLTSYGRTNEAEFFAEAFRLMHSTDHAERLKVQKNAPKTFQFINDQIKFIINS
TcdB inh: inhibitors of Clostridioides difficile toxin B glycohydrolase | P18177 | TcdB glycohydrolase enzymatic assay, plate reader | inhibition, % at 9.99 µM | 350,000 compounds, 0.24% hits | AID 652162; in the data active = inhibition above about 10%
BoNT A protease: inhibitors of Botulinum neurotoxin A light chain protease. multiplex microsphere protease substrate cleavage, flow cytometry. inhibition, % at 10 µM. 360,000 compounds, 0.17% hits. AID 588499; also: plate controls were buffer without enzyme for full effect and enzyme alone for no effect
PriA SSB inh: K. pneumoniae PriA-SSBct interaction inhibition | AlphaScreen SSBct-PriA binding, biotinylated peptide | inhibition, % at 33 µM | 430,000 compounds, 0.6% hits | AID 1272365; in the data active = inhibition mostly above about 37%, no sharp cut-off; inactive = mostly below about 20%;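 also: plate controls were negative control peptide for no effect and reference peptide for full effect; strong numbers were not always called active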
SARS 3CLpro inh: SARS-CoV 3CLpro protease inhibition. P0C6X7. recombinant SARS-CoV 3CLpro, quenched FRET peptide cleavage. inhibition, % at 6 µM. 290,000 compounds, 0.14% hits. AID 1706; in the data active = inhibition above about 12%
Yp Topo-I inh: inhibitors of Yersinia pestis topoisomerase I | Y. pestis Topo-I cleavage product accumulation, plate reader | activity, % at 10 µM | 360,000 compounds, 0.064% hits | AID 504884; in the data active = activity above about 50%, passing the limit was not always enough; inconclusive = no clear call, values can overlap the other calls; also: inactives centre near 2
PfHsp40 yeast: restores yeast growth despite PfHsp40 toxicity | 340,000 compounds, 0.68% hits | S. cerevisiae expressing PfHsp40, growth rescue, ATP luminescence | growth rescue, % at 12.5 µM; in the data active = growth rescue above about 28%, passing the limit was not always enough; inconclusive = no clear call, values can overlap the other calls;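 also: yeast W303a lacking pdr1 and pdr3 grown in galactose medium; growth measured after three days at 30 °C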
BH1578 lux ind: quorum light induction in luxS cqsA deficient V. cholerae | V. cholerae BH1578 lux reporter, luminescence, 6 h | activation, % at 18.7 µM | 350,000 compounds, 0.16% hits | AID 588436; in the data active = activation mostly above about 9.7%, no sharp cut-off; inconclusive = no clear call, values can overlap the other calls; inactive = mostly below about 3.7%; also: not every result past the cut was called active; inactives centre near 0; reference of the scale not given here
Active calls of the source: *; i = inactive; u = inconclusive; x = not tested or not shown; & = joins results of further samples. Rule as the data show it, unless noted: active = inhibition above about 30%; inconclusive = no clear call, values can overlap the other calls; inactive = below that. An excerpt; count on the stated rates, not on these rows.

SMILES	PrPC surface inh	Anthrax LF inh2	TcdB inh	BoNT A protease	PriA SSB inh	SARS 3CLpro inh	Yp Topo-I inh	PfHsp40 yeast	BH1578 lux ind
COc1ccc(CNc2ccc(C)cc2)cc1Br	0	-1	x	0.6	-2	5	-3	1.6	-0.3
O=C(c1ccc(OC2CCN(C/C=C/c3ccc(F)cc3)CC2)cc1)N1CCCC1	-4	0	0.5	-1.9	-7	3	19	-0.4	i
Cc1nc(C)c(C(=O)Nc2ncc([N+](=O)[O-])s2)o1	-16	-1	1.2	-0.7	10	1	2	-1.2	i
CCN(C(=O)Cc1cccs1)c1nnc(-c2cc(OC)c(OC)c(OC)c2)s1	-5	-1	x	0.5	-17	-3	18	2.1	-5.9
CC(=O)c1ccc(OCC(=O)N2CCCC(N3CCN(c4ccccc4C)CC3)C2)cc1 (stereo not given)	2	-3	0.5	-1.9	-5	1	13	1.2	x
Cc1cc(C)n2c(SCCO)nnc2n1	11	u	1.5	4.9	5	3	-2	-0.1	0.0
CC(C)CN(C(=O)Cn1nnc(-c2ccc(F)cc2)n1)C1CCS(=O)(=O)C1 (stereo not given)	-8	-2	1.5	-3.5	-1	x	-4	0.0	i
Cc1ccc(S(=O)(=O)N2CCC(C(=O)OCC(=O)N(CCC#N)c3ccc(F)cc3)CC2)cc1C	-1	-1	-1.1	3.9	6	x	23	0.6	1.4
CCCCC(=O)N/N=C(\C)CC(=O)Nc1ccccc1Br	-2	-1	x	0.3	x	2	-7	0.8	i
CCc1c(C(=O)NNC(=S)NCC(C)C)csc1C	x	-1	-1.0	-1.0	-12	-5	3	-1.3	-0.3
CCn1nc(C(=O)OCC(=O)N2c3ccccc3CC2C)c2ccccc2c1=O (stereo not given)	-4	-2	x	1.1	7	1	11	0.0	i
COc1ccc(OCC(=O)N2CCN(C(=O)c3ccc([N+](=O)[O-])cc3)CC2)cc1	-35	0	0.5	0.0	-10	4	5	0.8	i
O=C1OC(c2ccccc2)(c2ccccc2)c2ccccc21	1	-1	1.6	0.2	-2	x	33	3.4	-1.0
C/C(=N\NC(=O)COc1ccc(C(C)(C)C)cc1)c1ccc(OC(F)F)cc1	4	0	x	0.5	x	3	14	-0.4	i
O=C(Nc1ccc(Cl)cc1)N1CCN(C(=O)C2CCCO2)CC1 (stereo not given)	7	1	0.1	0.1	-2	1	5	-0.8	-0.6
O=C(Nc1nnc(SCC(=O)N2CCOCC2)s1)c1ccccc1Cl	0	0	0.6	-0.9	-21	1	7	0.8	-0.6
Cc1ccc(OCC(O)Cn2c3ccccc3c3ccccc32)cc1 (stereo not given)	-1	-1	x	-0.1	-46	5	0	5.9	i
Cc1csc(=O)n1CCC(=O)NCc1ccc(F)cc1	-9	-6	1.4	-4.5	0	x	7	-0.7	-1.9
COc1cccc(C(=O)NNC(=O)C(=O)Nc2cccc(Cl)c2C)c1	-4	10	1.5	0.0	-3	-6	-11	0.5	-0.3
Cc1nnc(SCCCOc2ccccc2)nc1C	8	-1	0.4	0.1	-5	x	5	-1.2	9.1
O=C(CCC(=O)c1cccs1)NCc1cccnc1	2	0	1.3	0.3	-2	1	6	-0.6	-0.4
CCOC(=O)c1ccc(NS(=O)(=O)c2cc(-c3nnnn3CC)ccc2OC)cc1	5	-2	x	u	-4	1	2	-1.2	3.1
CC(=O)c1cccc(NC(=S)N2CCCC2)c1	-1	-4	0.7	3.1	-6	1	10	1.7	i
CCOC(=O)C1=C(COC(=O)CCOc2cc(C)ccc2C)NC(=O)NC1C (stereo not given)	-8	-1	1.9	-1.6	-3	x	3	1.0	1.5
COc1cccc(-c2cc(C(=O)Nc3cc(C)nn3-c3ccccc3)no2)c1	-5	5	x	-0.4	-6	4	5	-0.7	i
Cc1ccccc1OCC(=O)OCC(=O)NC12CC3CC(CC(C3)C1)C2	-1	-5	0.3	0.7	x	x	34	x	-0.3
COc1ccc(S(=O)(=O)NCCSCc2ccco2)cc1	-2	-1	x	0.4	1	-2	-5	-2.1	i
CCN(c1ccccc1C)S(=O)(=O)c1cc2c3c(c1)CCN3C(=O)CC2	3	-6	2.9	-1.1	10	x	14	0.1	-3.7
O=C(NC1=NCCS1)C1COc2ccccc2O1 (stereo not given)	-2	-4	x	0.3	2	3	-1	0.7	-0.3
c1ccc2c(c1)nc1n2CCC1	-4	-4	5.3	0.3	-14	x	1	0.8	-1.3
CC1CCC(C(C)C)C(OC(=O)COC(=O)c2ccc(N)cc2)C1 (stereo not given)	2	-1	x	0.3	-6	4	24	1.5	i
N=c1n(CC(=O)c2cccc([N+](=O)[O-])c2)c2ccccc2n1Cc1ccccc1	-2	-5	0.4	0.5	11	5	6	0.3	i
Cc1ccc2cccc(N)c2n1	10	-7	-0.5	-0.5	3&-9&1	-2	-5	-0.7	i
COc1cccc(NC(=O)CSc2nnnn2C(C)C)c1	9	-2	x	-0.6	-17	-3	5	3.2	-7.7
COc1ccnc(Oc2ccc(F)cc2)c1C(=O)N/C=N/OCc1cccc(F)c1	5	-4	-0.9	-0.5	x	-3	6	-0.2	i
Cc1cc(C)cc(NC(=O)C2CC3CCC2C3)c1 (stereo not given)	-2	-8	1.1	-0.8	-18	2	-1	1.4	-0.6
CC(C)C[C@H]1CN=C(Nc2ccccc2)N1CCCC1CCCC1	2	0	0.3	-0.3	8	-2	12	-1.4	0.3
COc1cccc(N2CCN(S(=O)(=O)c3ccc(CN4C(=O)c5cccnc5C4=O)cc3)CC2)c1	-2	-2	-1.4	1.4	-7	0	2	0.1	-0.4
Clc1ccccc1Oc1cnc2ccccc2n1	-1	1	x	-0.8	-49	-1	-7	1.3	-0.1
O=C(Nc1ccon1)c1csc2c1CCCC2	-2	-2	2.7	-0.8	-10	-2	0	-0.1	-0.3
Cc1ccc(/C(N)=N/OC(=O)CCc2ccccc2)cc1	-4	-10	-0.2	-0.2	x	4	22	-0.1	-3.1
Cc1ccc(S(=O)(=O)N2CCC(C(=O)N3CCN(c4ccccn4)CC3)CC2)cc1	-4	-3	-0.6	0.1	7	1	36	1.1	i
Cc1cc(C)cc(OCCCCCNCCO)c1	-5	1	x	3.3	2	0	10	0.8	-2.8
CCOC(=O)C1CCN(C(=O)CN2C(=O)c3ccccc3Sc3ncccc32)CC1	1	2	-0.9	1.2	6	-3	-7	-0.2	-3.8
C/C=C/c1cc(OC)c2c(c1)[C@H](C)[C@@H](c1ccc(O)c(OC)c1)O2	2	1	1.8	-1.4	8	x	26	-1.6	-0.3
COc1cccc2sc(Nc3nnc(-c4ccc(F)cc4)o3)nc12	27*	2	-1.4	0.9	4	-2	35	0.3	-0.2
CCOC(=O)N1CCC(Nc2c(-c3ccc(C)cc3)c(=O)c2=O)CC1	-20	0	x	0.5	-4	2	-5	-2.3	-1.5
COc1ccc(N/N=C(/C(N)=O)C2=NC(C)(C)Cc3ccccc32)cc1	4	-3	-2.3	-0.4	x	1	13	7.9	-0.3
Cc1ccc(NC(=O)CCOc2ccccc2C)cc1C	8	-9	0.1	1.0	-30	-1	9	3.9	-4.8
Cn1cnc([N+](=O)[O-])c1Nc1cccc(O)c1	-14	0	x	-0.2	13	0	3	1.9	-0.5
CCOC(=O)C1C(c2cc(OC)c(O)c(OC)c2)NC(=S)NC1(O)C(F)(F)F (stereo not given)	3	-1	-7.8	0.0	1	3	0	-0.6	-0.3
Cc1ccccc1CN1C(=O)c2ccccc2S1(=O)=O	-6	-5	-0.3	-1.3	-8	-5	6	-0.9	i
CCOC(=O)C1CCN(C(=O)COc2ccc(S(=O)(=O)N3CCOCC3)cc2C)CC1	11	1	-14	-0.3	-3	4	5	0.9	-0.6
S=C(NCCN(C1CCCCC1)C1CCCC1)Nc1cccc(Cl)c1	14	6	0.6	1.0	13	-2	0	-2.1	-1.2
Cc1ccccc1C(=O)N1CCc2c([nH]c3ccccc23)C1C(F)(F)F (stereo not given)	3	-5	-0.1	4.5	0	6	10	5.4	-0.7
Cc1ccc(NC(=O)NCCc2ccc(S(N)(=O)=O)cc2)cc1	-6	1	x	-1.7	-14	-2	-7	1.5	i
CCOC(=O)c1cc(=O)c2ccc(OCC(=O)Nc3ccccc3)cc2o1	5	-2	-0.8	-1.3	-3	-3	-5	-0.1	-0.6
C=CCc1ccc(OCCCN2CCCC(C)C2)c(OC)c1 (stereo not given)	0	-4	x	1.2	-1	1	3	2.1	0.0
CCc1cccc(CC)c1NC(=S)NCCc1ccc(O)c(O)c1	6	-5	1.6	-0.5	2	5	1	-0.8	-0.4
CC1=C(Cl)C2=NS(=O)(=O)CCN2C=C1Cl	-10	2	-2.2	-0.6	-15	-1	4	-0.1	i

More structures follow:
SMILES	PrPC surface inh	Anthrax LF inh2	TcdB inh	BoNT A protease	PriA SSB inh	SARS 3CLpro inh	Yp Topo-I inh	PfHsp40 yeast	BH1578 lux ind
CC(C)c1cccc(C(C)C)c1NC(=O)CNCC(O)c1ccccc1 (stereo not given)	0	-7	-1.1	-3.4	-3	-2	-3	1.2	0.5
C[C@@H]1CN([C@@H](C)CO)S(=O)(=O)c2ccc(Br)cc2O[C@H]1CN(C)C(=O)CN(C)C	-7	-6	0.1&0.3	-0.2	x	x	2	x	-1.1
COc1ccc(N(C(=O)c2ccc3c(c2)OCO3)C2C=CS(=O)(=O)C2)c(OC)c1 (stereo not given)	1	-1	0.6	0.9	-11	-1	-4	-1.7	-4.8
Nc1ccc(S(=O)(=O)Nc2nccc(/C=C/c3cccc([N+](=O)[O-])c3)n2)cc1	-3	-7	2.3	0.1	x	x	4	x	i
COC(=O)[C@H](C)[C@@H]1C[C@@]1(C)[C@@H](NC(=O)OCc1ccccc1)c1ccccc1	6	-5	-0.5	0.2	1	1	-4	2.3	-0.9
CC1(C(=O)Nc2ccc3c(c2)OCCO3)CCC(=O)N1C1CC1 (stereo not given)	5	0	0.8	-0.2	x	x	x	x	x
Cc1cccc(OCC(=O)Nc2ccccc2N2CCN(C)CC2)c1	-9	-2	1.8	1.8	4	-4	17	0.0	-0.6
O=C(NC(=S)Nc1ccc2oc(-c3cccnc3)nc2c1)c1cccc(Cl)c1	4	-3	x	-0.3	-3	-4	0	-0.1	-2.8
CCN(CC)Cc1c(C(=O)N/N=C/c2cccc(OCc3cccc(Cl)c3)c2)nnn1-c1nonc1N	2	-1	1.3	-2.4	x	-1	4	0.7	i
O=C(NCc1nnc(SCC(=O)N2CCCCCC2)o1)c1ccco1	9	-2	x	1.6	-17	1	-7	0.9	-5.2
Nc1nonc1/C(=N/O)N1CCCC1	-8	2	x	-0.1	x	-5	-4	-0.2	i
Cc1cc(N2C(=O)c3ccc(C(=O)NCc4ccccc4)cc3C2=O)no1	-6	-9	x	u	-3	-4	2	-1.2	i
CCN(C(=O)COC(=O)/C=C/c1ccc(F)cc1)C1CCCCC1	-1	-8	2.0	-0.4	2	x	27	0.0	i
Cc1ccc(-c2csc3ncn(CC(=O)OC(C)C)c(=O)c23)cc1	10	16	-0.1	3.3	-7	-3	5	-0.4	i

Profiles as entered above:
Results for COc1cccc2sc(Nc3nnc(-c4ccc(F)cc4)o3)nc12 : PrPC surface inh = 27*; Anthrax LF inh2 = 2; TcdB inh = -1.4; BoNT A protease = 0.9; PriA SSB inh = 4; SARS 3CLpro inh = -2; Yp Topo-I inh = 35; PfHsp40 yeast = 0.3; BH1578 lux ind = -0.2
Results for C[C@@H]1CN([C@@H](C)CO)S(=O)(=O)c2ccc(Br)cc2O[C@H]1CN(C)C(=O)CN(C)C : PrPC surface inh = -7; Anthrax LF inh2 = -6; TcdB inh = 0.1&0.3; BoNT A protease = -0.2; PriA SSB inh = x; SARS 3CLpro inh = x; Yp Topo-I inh = 2; PfHsp40 yeast = x; BH1578 lux ind = -1.1
Results for O=C(NCc1nnc(SCC(=O)N2CCCCCC2)o1)c1ccco1 : PrPC surface inh = 9; Anthrax LF inh2 = -2; TcdB inh = x; BoNT A protease = 1.6; PriA SSB inh = -17; SARS 3CLpro inh = 1; Yp Topo-I inh = -7; PfHsp40 yeast = 0.9; BH1578 lux ind = -5.2

Screening results deposited in PubChem by several laboratories.
